Bioassay records from PubChem BioAssay.
AmpC det inh – blocks E. coli AmpC beta-lactamase in presence of detergent | Potency, µM (series often up to 28.7 µM), without a hit: at the highest dose activity change, negative = inhibition | P00811 | actives 0.09% (n = 71,000) | purified AmpC, nitrocefin hydrolysis with detergent | AID 584; active = well fitted curve in the direction sought with a large enough effect
Target sequence (P00811 whole entry, looked up): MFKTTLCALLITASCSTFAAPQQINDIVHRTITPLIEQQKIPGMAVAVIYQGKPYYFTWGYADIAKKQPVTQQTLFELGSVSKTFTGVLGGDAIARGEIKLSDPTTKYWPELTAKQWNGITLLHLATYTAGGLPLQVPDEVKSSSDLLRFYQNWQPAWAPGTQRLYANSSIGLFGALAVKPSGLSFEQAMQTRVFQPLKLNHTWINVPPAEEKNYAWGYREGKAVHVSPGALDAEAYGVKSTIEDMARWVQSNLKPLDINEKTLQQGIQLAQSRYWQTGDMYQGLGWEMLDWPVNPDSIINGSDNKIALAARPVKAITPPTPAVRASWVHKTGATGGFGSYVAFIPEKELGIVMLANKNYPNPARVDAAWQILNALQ
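E. coli AmpC (5.3 nM) in 20 mM phosphate pH 7.0 with 0.01% Triton X-100, preincubated 15 min RT with compound; nitrocefin (2 uL of 800 uM stock) hydrolysis followed by 480 nm absorbance every 20 s over 4 min.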
Numbers without * were called inactive; & = joins results of further samples; [ ] = remark or other dose. % is set by controls: 0 for no effect and ±100 for the full control effect; potency is the fitted concentration of half-maximal effect. Not all compounds are listed (hit frequency here may not be typical).

SMILES | AmpC det inh
CCOC(=O)NC(C(F)(F)F)(C(F)(F)F)P(=O)(c1ccccc1)c1ccccc1 | 0.4%
COc1ccc(-c2nc3cnc(N4CCOCC4)nc3n(-c3ccc(OC)cc3)c2=O)cc1 | 16.3%
COc1ccc(C(=O)Oc2c(CN3CCOCC3)cc(Cl)c3cccnc23)cc1 | 9.6%
Cc1ccc(O)c(-c2cc(C(F)(F)C(F)F)[nH]n2)c1 | -2.3%
COc1ccc(S(=O)(=O)N(C)CC(=O)Nc2ccc3c(c2)OCCO3)cc1OC | -0.4%
CCCC(=O)c1ccc(N2CCN(S(=O)(=O)c3ccc(C)cc3)CC2)c(F)c1 | 6.0%
COc1ccc2nc3oc(C(=O)NC4CCN(Cc5ccccc5)CC4)cc3cc2c1 | -1.7%
CCOCCCNC(=O)CCS(=O)(=O)Cc1ccc(C)cc1 | -0.5%
COc1cc(CN2CCN(c3cccc(C)c3C)CC2)cc(OC)c1O | 7.7%
COc1ccc(OCCCN2CCCC(C)C2)cc1 (configuration not stated) | -4.1%
CCOc1cc(C2C(C(=O)N3CCCCC3)=C(C)NC3=C2C(=O)CC(C)(C)C3)ccc1O (configuration not stated) | -0.4%
O=C(O)c1ccc(Br)c(S(=O)(=O)N2CCCC2)c1 | -2.9%
COc1cccc(CN2CCN(C(=O)CC(C)C)CC2)c1 | -0.7%
CC1(C)Cc2ccccc2C(N)=C1C#N | -1.2%
CCOC(=O)N1CCN(Cc2ccccc2Cl)CC1 | -0.9%
COc1ccc2[nH]c(C(=O)O)c(CCNC(C)=O)c2c1 | -0.4%
COc1cc2c3c(c1)C1(C(=O)N3C(C)(C)C=C2C)C(C#N)=C(N)Oc2cc(O)ccc21 (configuration not stated) | -3.3%
CCc1ccccc1-n1c(SCC(=O)N2CCCC2)nnc1-c1ccccn1 | 3.0%
O=C(COc1ccc2c3c(c(=O)oc2c1)CCC3)NC1CCCCC1 | -6.6%
N#Cc1nc(-c2ccccc2F)oc1N1CCCC1 | -3.6%
COC(=O)c1ccc(CSc2nccn2C)cc1 | -2.3%
CCc1nnc(NC(=O)CSc2nnc(Cc3ccccc3)n2-c2ccc(OC)cc2)s1 | 1.4%
CCOC(=O)c1cc(=O)cc(C(=O)OCC)o1 | -0.9%
Cc1cccc(NC(=O)c2cnc3sccn3c2=O)c1 | 13.4%
O=C(CCCn1c(=S)[nH]c2ccccc2c1=O)N1CCOCC1 | -0.3%

Overlap with the part before: two entries, followed by the next part.
SMILES | AmpC det inh
Cc1cccc(NC(=O)c2cnc3sccn3c2=O)c1 | 13.4%
O=C(CCCn1c(=S)[nH]c2ccccc2c1=O)N1CCOCC1 | -0.3%
CCN(CC)C(=O)C1CCCN(C(=O)Nc2ccc3nsnc3c2)C1 (configuration not stated) | 0.2%
Cc1cc(NC(=O)CSc2ccc(Cl)cc2)no1 | 6.7%
Cc1cc(Cl)ccc1OCC(=O)Nc1ccccc1N1CCOCC1 | -3.3%
COc1cc(NC(=O)C2CCCN2C(=O)C2CCC(C)CC2)cc(OC)c1OC (configuration not stated) | 11.6%
CC(C)CNc1cc(=O)n(C)c(=O)n1C | -1.8%
COc1cc(C(=O)Nc2cccc(-c3nc4ccccc4o3)c2C)cc(OC)c1OC | -0.7%
O=c1[nH]c2ccccc2c(=O)n1Cc1ccco1 | -1.4%
COc1ccc(S(=O)(=O)Nc2ccccc2C(=O)NCc2ccco2)cc1Br | -1.4%
CCCCNC(=O)OCC(CC)NC(=O)OC(C)C (configuration not stated) | -4.7%
CCCc1cc2c(n1Cc1ccc(OC)cc1)C(C)C1CN(C(=O)c3ccccc3)C(C)(C(=O)OC)C21 (configuration not stated) | 0.7%
O=C(NCc1ccccc1)NC1(C(=O)N2CCOCC2)CCCCC1 | 14.2%
Cc1noc(C)c1-c1nc(N(C)Cc2ccco2)c2ccccc2n1 | -6.5%
Cc1noc(C)c1S(=O)(=O)Nc1ccc(C(=O)NC2CCCCCC2)cc1 | -1.8%
COc1ccc(C(=O)O[C@H]2CC[C@@]3(C)[C@H]4CC[C@H]5[C@]3(C[C@]3(O)[C@H]6CN7C[C@H](C)CC[C@H]7[C@](C)(O)[C@]6(O)[C@H](O)C[C@]53O)O[C@]24O)cc1OC | -0.5%[5.75 µM]
CC1(C)C(=O)OC(c2c(F)c(F)c(F)c(F)c2F)C2(CCCCC2)C1=O (configuration not stated) | -1.9%
O=C(O)CSc1nnc(Cn2nnc3ccccc32)n1CCc1ccccc1 | -6.4%
Cc1cccc(NC(=O)COc2ccc(Br)cc2)n1 | 4.9%
O=C(N[C@@H](c1ccccc1)[C@@H]1C[C@H]1C(=O)NCc1ccccn1)OCc1ccccc1 | -0.4%
CCOc1ccccc1C(=O)Nn1c(C2CCC2)nc2ccccc2c1=O | -0.9%
Cc1ccccc1C(=O)Nc1ccccc1 | 8.2%
COc1cccc(-c2nc(NCc3cccs3)c3ccccc3n2)c1 | 5.7%
COc1ccc(Cl)c(NCCC(=O)O)c1 | -0.5%
CN(C)c1ccc(-c2nccc(Nc3ccc(F)cc3)n2)cc1 | 9.2%
CS(=O)(=O)Nc1ccc(S(=O)(=O)Nc2nccs2)cc1 | 11.2%
COC(=O)[C@@]1(Cc2ccccc2)[C@H]2c3cc(C(=O)N4CCCC4)n(Cc4cccc5ccccc45)c3C[C@H]2CN1C(=O)c1ccccc1 | 0.9%
Later entries:
SMILES | AmpC det inh
O=C(NC(Cc1ccccc1)c1nc2ccccc2[nH]1)C1CC(=O)N(c2ccc3c(c2)OCCO3)C1 (configuration not stated) | 1.0%
COc1ccc(OC)c(N(CC(=O)Nc2ccc3c(c2)OCCO3)S(C)(=O)=O)c1 | -1.0%
O=C1c2cccnc2C(O)N1C1CCCCC1 (configuration not stated) | -0.6%
O=C(c1ccccc1)c1ccc2nc[nH]c2c1 | 11.9%
Cc1ccc2c(c1)C(C)(C)[C@]1(C)NC(=O)CCN21 | -3.5%
Cc1cc(C)c(C)c(OCCOCCN2CCOCC2)c1 | 7.0%
O=C(CCn1c(=O)oc2ccccc21)N1CCC2(CC1)OCCO2 | -1.2%
N#Cc1c(NC(=O)CSC2=NCCS2)sc2c1CCCC2 | 4.1%
COC(=O)C1=C(N)n2c(s/c(=C\c3cccnc3)c2=O)=C(C(=O)OC)C1c1cccnc1 (configuration not stated) | -4.6%
Cc1cc(O)c(C(C)C)cc1N=Cc1ccccc1O | -4.4%[5.75 µM]
CCOC(=O)c1c(C)n(C)c2ccc(OCC(O)CN(CC)CC)cc12 (configuration not stated) | 9.1%
O=C(NC1=NCCS1)c1ccc2c(c1)C(=O)N(Cc1ccco1)C2=O | -0.8%
COC(=O)c1c(C)n(-c2ccc(OC)cc2)c2ccc(O)cc12 | 5.5%
Cc1cccc2cc(COC(=O)C(C)C)c(=O)[nH]c12 | -2.2%
COc1ccc(OC)c(NC(=O)CC(Cc2ccccc2OC)C(=O)O)c1 (configuration not stated) | -0.3%
CCOc1ccc(C2/C(=C(\O)c3c(C)[nH]c(C(=O)OC)c3C)C(=O)C(=O)N2CCN(C)C)cc1 (configuration not stated) | -2.0%
O=C(Nc1ccccc1)N1CCC(C(=O)N(Cc2ccco2)Cc2cccs2)CC1 | 0.9%
Cn1cccc1C(=O)NC(=O)COC(=O)c1ccccc1O | 0.1%
Cc1cc(N2C(=O)C(=O)/C(=C(/O)c3ccc(F)cc3)C2c2ccc(Cl)cc2)no1 (configuration not stated) | -2.6%
Cc1nnc(NC(=O)c2ccc(-c3cccc(C(F)(F)F)c3)o2)s1 | -2.3%
CCC/C=C(\CCC)C(NC(=O)OCC(C)C)c1ccc(C(=O)OC)cc1 (configuration not stated) | 22.9%
Cc1ccc2nsnc2c1S(=O)(=O)N1CCN(CCc2ccccc2)CC1 | -1.0%
C=C(C)c1cccc(C(C)(C)NC(=O)Nn2cnnc2)c1 | -1.8%
O=C(COC(=O)C1CCCCC1C(=O)N1CCc2ccccc21)NCc1ccco1 (configuration not stated) | 0.2%
Cc1[nH]nc(N=Cc2c(O)n(C)c(=O)n(C)c2=O)c1-c1ccccc1 | -0.8%

Structural class, the entries above with a cyano group
SMILES | AmpC det inh
CC1(C)Cc2ccccc2C(N)=C1C#N | -1.2%
COc1cc2c3c(c1)C1(C(=O)N3C(C)(C)C=C2C)C(C#N)=C(N)Oc2cc(O)ccc21 (configuration not stated) | -3.3%
N#Cc1nc(-c2ccccc2F)oc1N1CCCC1 | -3.6%
N#Cc1c(NC(=O)CSC2=NCCS2)sc2c1CCCC2 | 4.1%

The listing picks up with the five entries that preceded the break.
SMILES | AmpC det inh
CCC/C=C(\CCC)C(NC(=O)OCC(C)C)c1ccc(C(=O)OC)cc1 (configuration not stated) | 22.9%
Cc1ccc2nsnc2c1S(=O)(=O)N1CCN(CCc2ccccc2)CC1 | -1.0%
C=C(C)c1cccc(C(C)(C)NC(=O)Nn2cnnc2)c1 | -1.8%
O=C(COC(=O)C1CCCCC1C(=O)N1CCc2ccccc21)NCc1ccco1 (configuration not stated) | 0.2%
Cc1[nH]nc(N=Cc2c(O)n(C)c(=O)n(C)c2=O)c1-c1ccccc1 | -0.8%
COC(=O)c1c(C)[nH]c(C)c1C(=O)c1ccccc1Cc1ccccc1 | -2.2%&-2.1%
CCc1ccc(NC(=O)CSc2nnc(Cn3c(=O)sc4ccccc43)n2C)cc1 | 8.8%
CCOC(=O)c1[nH]c(C)c(C(=O)N(C)C)c1C | -1.8%
COc1ccc(NC(=O)Nc2c(C)n(C)n(-c3ccccc3)c2=O)cc1 | 28.2%
COC(=O)c1c(C)cc(C)n2c1nc1ccccc12 | -2.0%
O=C1C=C(NCC2CCCO2)C2(CCCCC2)O1 (configuration not stated) | 2.8%
CSc1ccc(S(=O)(=O)Nc2cccc(F)c2)cc1 | -7.3%
COc1cc(OC)c(C2=NOC(C(=O)O)C2)cc1Cl (configuration not stated) | -4.6%
O=C(O)C1CCC(=O)N1C1c2ccccc2Oc2ccccc21 (configuration not stated) | 7.4%
CN(Cc1nc(-c2ccncc2)no1)S(=O)(=O)c1ccccc1 | -1.4%
CCCCC(=O)N1CCCC(c2nc3c(nnn3Cc3cc(C)ccc3C)c(=O)[nH]2)C1 (configuration not stated) | -3.1%
CC(CN1CCOCC1)C(=O)O (configuration not stated) | 7.0%
COc1ccc(C)cc1NC(=O)CNC(=O)Cn1ccc2ccccc2c1=O | 8.9%
Cc1cccc(Cn2c(N3CCN(c4ccccc4)CC3)nc3c2c(=O)n(C)c(=O)n3C)c1 | 9.6%
COC(=O)[C@@]1(Cc2ccc(F)cc2)[C@H]2c3cc(C(=O)N(C)C)n(Cc4ccc(OC(F)(F)F)cc4)c3C[C@H]2CN1C(=O)c1ccccc1 | -2.8%
CCOC(=O)CC(=O)CSc1ccc2nnc(-c3ccc(C)cc3)n2n1 | -0.9%
O=C(OCC(=O)N1CCN(c2ccccc2)CC1)c1ccco1 | 3.3%
Nc1nonc1C(=O)NCCc1ccccc1 | 13.4%
Cc1ccc([N+](=O)[O-])c(C)c1 | 9.2%
COc1cccc(C2N(c3ccc(Cl)c(Cl)c3)C(=O)C3CCCN32)c1OC (configuration not stated) | -1.8%
CC(=O)Nc1ccc(S(=O)(=O)NCc2ccc(C(=O)NCc3ccc4c(c3)OCO4)cc2)cc1 | -0.7%
Cc1ccccc1CN(c1ccc(C(=O)N2CCCC2)cc1)S(C)(=O)=O | -1.9%
O=C(NCCCN1CCOCC1)c1cc2cc(Br)ccc2oc1=O | -2.6%
CCOC(=O)c1nnn(-c2nonc2N)c1-c1ccc(OCC)cc1 | 1.5%
CC(=O)Nc1cccc(-c2nc3ccc(NC(C)=O)cc3[nH]2)c1 | 7.0%
Following part.
SMILES | AmpC det inh
COc1ccc(C2CC(=O)N3CN(c4ccccc4F)CSC3=C2C#N)cc1OC (configuration not stated) | 13.3%
CCn1c(SCC(=O)N2CCCc3ccccc32)nc2ccccc2c1=O | 7.8%
COc1ccc(NC(=O)N2CC[C@@]3(CCCN(C(=O)Oc4ccccc4)C3)C2)cc1 | -4.2%
O=C(CSc1nccn1-c1ccc(F)cc1)NCc1ccc2c(c1)OCO2 | -1.8%
N#CC1(c2c(O)nc3n(c2=O)CCCS3)CCCCC1 | 5.1%
CCc1[nH]nc2c1C1(CCN(C(=O)OCc3ccccc3)CC1)C(C#N)=C(N)O2 | 7.7%
CC(C)(C)C(=O)Cn1c(=O)n(CC2CCCO2)c(=O)c2ccccc21 (configuration not stated) | -4.2%
CN(C)Cc1c(O)ccc2[nH]cnc12 | -1.3%
CCN(CC)S(=O)(=O)c1ccc2c(c1)nc(CCC(=O)OCc1c(C)noc1C)n2C | -3.3%
CC(C)(C)NC(=O)C(c1ccccc1)N(C(=O)c1csnn1)C1CC1 (configuration not stated) | -1.2%
N#Cc1nc(COc2ccc(Br)cc2)oc1N1CCCCCC1 | 10.3%
Cc1c(C#N)c2ccccc2n1CC(=O)NCCc1c[nH]c2ccccc12 | 7.6%
NCC1(CC(=O)O)CCCCC1 | -2.1%
CC(C)(C)NC(=O)CSc1nnc(NC(=O)CCn2cnc3ccccc3c2=O)s1 | -1.3%
CCC(C)NC(=O)c1ccccc1NS(=O)(=O)c1ccc(OC)c(OC)c1 (configuration not stated) | -2.5%
CCOC(=O)N1CCN(C(=O)CN(c2ccc(C)c(C)c2)S(=O)(=O)c2ccccc2)CC1 | 6.6%
COc1cc2cc3c4cc(OC)c(OC)cc4cc[n+]3c(C)c2cc1OC | -1.3%[12.8 µM]
Cn1c(=O)c2[nH]c(C3CCCC3)nc2n(C)c1=O | -0.1%
CCNc1ncc2nc(-c3ccccc3)c(=O)n(C)c2n1 | 6.4%
CCOC(=O)CCc1c(C)c2ccc(OCC(=O)N(CC)CC)c(C)c2oc1=O | 12.5%
Cc1ccc(C)c(C(=O)N(Cc2nc(-c3ccc(Cl)cc3)no2)C(C)C)c1 | 5.8%

An excerpt from above in order of count of non-hydrogen atoms, lowest first.
SMILES | AmpC det inh
NCC1(CC(=O)O)CCCCC1 | -2.1%
O=C(CSc1nccn1-c1ccc(F)cc1)NCc1ccc2c(c1)OCO2 | -1.8%
CCN(CC)S(=O)(=O)c1ccc2c(c1)nc(CCC(=O)OCc1c(C)noc1C)n2C | -3.3%
